# Compound activity from PubChem.
# ALOX12 inhib – qHTS Assay for Inhibitors of 12-hLO (12-human lipoxygenase); AID 1452, 2008; Potency, µM (doses to about 57.1 µM), for the others: at the top dose activity change, negative = inhibition, most hits filed as inhibitors; 0.12% of 150,000 active; Polyunsaturated fatty acid lipoxygenase ALOX12 (Homo sapiens), P18054; purified 12-hLO, xylenol orange hydroperoxide absorbance; further: potency means the concentration at half of the fitted maximal effect; nearly all actives have a fitted effect of over 55% in size; many of its hits are not listed in these tables
#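 Lipoxygenase turnover measured by absorbance at 573 and 405 nm after Fe-XO development. Human 12hLO 150 nM, arachidonate 40 uM, pH 7.0 Hepes buffer with detergent; 15 min compound preincubation, 30 min reaction.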
# PNC assembly inh – High Content Assay for Compounds that inhibit the Assembly of the Perinucleolar Compartment; PC3M PTB-GFP, PNC prevalence imaging, 16 h; hits give low values; activity change (PNC), negative = inhibition, % at 10 µM; 3.1% of 140,000 active; AID 2417, 2010;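 active means readout at or below -70, meaning at least 70% loss of cells showing the perinucleolar compartment, a nuclear body marking cancer cells; inconclusive means readout between -30 and a set limit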;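 further: plate controls were DMSO wells for no effect and camptothecin positive control wells for full effect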
#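 Read-out is percentage of cells bearing a perinucleolar compartment, from automated 20x imaging of fixed, Hoechst-stained PC3M PTB-GFP cells. Cells were seeded 4 h, then exposed 16 h to compound (23 nl of library stock) in duplicate plates.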
# 15-hLO-2 inh – qHTS Assay for Inhibitors of 15-hLO-2 (15-human lipoxygenase 2). purified 15hLO-2, xylenol orange hydroperoxide absorbance. 0.56% of 110,000 active. AID 881, 2007. Polyunsaturated fatty acid lipoxygenase ALOX15B (Homo sapiens), O15296. Potency, µM (doses to about 57.1 µM), without a hit: top-dose activity change, negative = inhibition, usual class: inhibitors; further: potency means the concentration at half of the fitted maximal effect; nearly all actives have a fitted effect of over 60% in size; many of its hits are not listed in these tables
# Target sequence (O15296 whole entry, looked up): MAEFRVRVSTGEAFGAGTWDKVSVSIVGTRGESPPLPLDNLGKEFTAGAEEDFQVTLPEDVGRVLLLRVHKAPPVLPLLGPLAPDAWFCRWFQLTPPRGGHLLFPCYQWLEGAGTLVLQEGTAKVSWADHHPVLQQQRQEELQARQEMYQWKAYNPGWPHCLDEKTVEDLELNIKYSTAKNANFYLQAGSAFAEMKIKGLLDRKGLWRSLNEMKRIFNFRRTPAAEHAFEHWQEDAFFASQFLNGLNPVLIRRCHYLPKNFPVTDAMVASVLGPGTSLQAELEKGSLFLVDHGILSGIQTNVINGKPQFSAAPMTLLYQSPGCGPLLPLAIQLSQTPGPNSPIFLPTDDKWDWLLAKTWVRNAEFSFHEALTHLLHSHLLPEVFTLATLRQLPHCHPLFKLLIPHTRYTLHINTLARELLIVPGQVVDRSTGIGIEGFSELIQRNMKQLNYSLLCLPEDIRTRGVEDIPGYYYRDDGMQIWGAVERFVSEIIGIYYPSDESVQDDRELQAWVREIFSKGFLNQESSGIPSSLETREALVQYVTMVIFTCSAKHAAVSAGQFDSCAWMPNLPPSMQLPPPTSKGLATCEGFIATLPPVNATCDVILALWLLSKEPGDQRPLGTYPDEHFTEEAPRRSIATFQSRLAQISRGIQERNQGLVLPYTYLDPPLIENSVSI
#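 Screening format was qHTS against 50 nM purified 15hLO-2 in Hepes pH 7.5 with detergent. Activity follows hydroperoxide formation from 45 uM arachidonic acid, measured as 573:405 nm absorbance ratio of the ferric-xylenol orange complex.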
# IMPase cell inh – qHTS Assay for Identifying the Cell-Membrane Permeable IMPase Inhibitors; Inositol monophosphatase 1 (Rattus norvegicus), P97697; CHO-M1 cells, IP1 accumulation, HTRF TR-FRET ratio; inhibition (IP1 accumulation), % at 46.1 µM; 120,000 tested, under 10 active; AID 901, 2007; active means well fitted curve in the direction sought with a large enough effect in the signal ratio, not every such curve was filed as active; inconclusive means small, poorly fitted or top-dose-only effect, or a change in a side signal; inactive means no such curve, though single readings can be large or run the other way; the % refers to the signal ratio;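 further: cells stimulated with carbachol in lithium chloride buffer; plate controls were DMSO basal wells for no effect and reference inhibitor wells for full effect; higher means more IMPase inhibition seen as more IP1 and lower FRET ratio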
# Target sequence (P97697 whole entry, looked up): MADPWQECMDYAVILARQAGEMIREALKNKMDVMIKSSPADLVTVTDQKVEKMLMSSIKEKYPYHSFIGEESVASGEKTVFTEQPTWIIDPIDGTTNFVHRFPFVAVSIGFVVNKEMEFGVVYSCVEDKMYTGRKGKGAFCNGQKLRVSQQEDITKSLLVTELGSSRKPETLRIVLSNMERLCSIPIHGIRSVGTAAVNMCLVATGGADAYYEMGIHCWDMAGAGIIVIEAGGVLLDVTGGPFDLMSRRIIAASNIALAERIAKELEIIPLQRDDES
#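 Cellular IMPase inhibition is scored as a rise in cytosolic IP1, detected by competitive TR-FRET between d2-labelled IP1 and a europium anti-IP1 antibody. M1-expressing CHO cells were stimulated with carbachol for 30 min at 37C, with lithium (50 mM LiCl) present in the buffer.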
# Starred values were filed as active, the others as inactive; ? = inconclusive; nt = no result given; [ ] = dose if it differs, or a comment. Unless noted, the call rests on the fitted dose curve; in most records, active means well fitted curve in the direction sought with a large enough effect; inconclusive means small, poorly fitted or top-dose-only effect, or another doubt; inactive means no such curve, though single readings can be large; an effect the other way counts as inactive or inconclusive. Unless noted, on the % scale 0 is the no-effect control and ±100 the full control effect. This is a subset; count on the stated rates, not on these rows.
# Results follow in this order: ALOX12 inhib	PNC assembly inh	15-hLO-2 inh	IMPase cell inh
COc1ccc(C(=O)CSc2nnc(-c3ccco3)n2CC2CCCO2)cc1 (centres undefined)
 : -6%	-6	-11%	5
NC1=NC2=C(CCCC2)C2(CCCCC2)S1
 : -6%	39	48%[activator]	-6
Cc1ccc(CNC(=O)c2cc3c(=O)n(C)c4ccccc4c3n2C)o1
 : 1%	54	2%	1
CC(C)n1c(SCC(=O)Nc2ccc3c(c2)OCO3)nc2c1c(=O)n(C)c(=O)n2C
 : 1%	4	-2%	?
CCc1cc2c(cc(C(=O)O)n2C)s1
 : -6%	10	-3%	-1
O=C(Nc1ncc2c(n1)-c1ccccc1OC2)c1ccc(Cl)cc1Cl
 : -1%	19	-15%	4
CCOC(=O)CSc1nnc(-c2ccc(OC)cc2OC)o1
 : 6%	10	0%	-8
Cc1nc(C#N)c(N/N=C/c2c(F)cccc2Cl)o1
 : -6%	6	nt	nt
CCCc1ncc(C(=O)c2ccc(OC)cc2)n1C
 : -3%	-26	4%	16
COc1ccc(C(=O)NCC(=O)n2nc(C)cc2C)cc1OC
 : -1%	?	-5%	-7
O=C(NC(=S)NC1CCSC1=O)c1cccs1 (centres undefined)
 : -5%	?	nt	nt
CCCc1nc(SCC(=O)c2ccc(OC)cc2)c2c(=O)n(C)c(=O)n(C)c2n1
 : 2%	?	2%	6
COC(C(=O)Nc1ccc(S(=O)(=O)Nc2ccc(C)c(C)c2)cc1)c1ccccc1 (centres undefined)
 : -3%	?	nt	nt
Cc1cc(C(=O)N/N=C/c2ccc(C)o2)c2ccccc2n1
 : 3%	-94*	nt	nt
NC(=O)C1CCN(C(=O)C23CC4CC(CC(C4)C2)C3)CC1
 : -3%	?	9%	4
COC(=O)n1c(=O)oc2cc(S(=O)(=O)N3CCOCC3)ccc21
 : -5%	?	-4%	-7
CCOC(=O)C(C)Oc1ccc2c(C)cc(=O)oc2c1C(C)=O (centres undefined)
 : 6%	?	-4%	-2
COCCn1c(SCCCc2ccccc2)nc2c1c(=O)[nH]c(=O)n2C
 : -2%	34	-13%	12
CCc1nnc(NC(=O)c2ccc(S(=O)(=O)NC3CCCCC3)cc2)s1
 : 1%	?	-7%	-2
COCCNc1ncnc2c1cnn2Cc1ccc(Cl)cc1
 : -3%	30	3%[2.29 µM]	1

# Quoted from the listing:
# Reading of COCCNc1ncnc2c1cnn2Cc1ccc(Cl)cc1 under PNC assembly inh: 30
# Reading of COc1ccc(C(=O)CSc2nnc(-c3ccco3)n2CC2CCCO2)cc1 (centres undefined) under 15-hLO-2 inh: -11%

# (cont.)
# Results follow in this order: ALOX12 inhib	PNC assembly inh	15-hLO-2 inh	IMPase cell inh
Clc1ccc(OCCn2c(-c3ccco3)nc3ccccc32)cc1
 : -4%	?	11%	11
OCc1ccnc(Cl)c1
 : 1%	17	nt	nt
Cc1cc(C(F)(F)F)nn1CC(=O)NNC(=S)Nc1cccc(Cl)c1
 : -5%	-24	32%[activator]	-7
O=C(c1cc2nc(-c3ccco3)cc(C(F)(F)F)n2n1)N1CCCCCC1
 : -6%	3	-4%	0
CCC(c1c(C)n(C)n(-c2ccccc2)c1=O)c1c(C)n(C)n(-c2ccccc2)c1=O
 : -2%	26	0%	-5
COc1ccc(NC(=O)CSc2nnc(C)n2Cc2ccccc2)cc1
 : -1%	-1	5%	5
CC(C)(O)C#Cc1ccc(C(=O)NCc2cccs2)s1
 : 2%	17	-5%	-10
CC(C)(C)CC(=O)NC(=S)N1CCCCCC1
 : 2%	6	6%	2
Cc1cc2oc(=O)cc(Cn3nnc(-c4ccc(Cl)cc4)n3)c2cc1C(C)C
 : 2%	?	nt	-4
O=C(Nc1nccs1)c1cccc(N2C(=O)c3cccc4c([N+](=O)[O-])ccc(c34)C2=O)c1
 : -3%	7	10%	0
O=C1C2=C(Nc3ccccc3SC2c2ccco2)c2ccccc21 (centres undefined)
 : -28%	-22	?	-2
O=C1Nc2ccccc2S/C1=C/Nc1cccc(Cl)c1
 : 4%	?	-25%	9
CC(C)(C)NC(=O)C(=O)NNC(=O)COc1ccc(Br)cc1
 : -1%	?	nt	nt
CC(C)(C)c1cc(O)c(C(C)(C)C)cc1O
 : -6%	nt	-17%	5
CC1N(C)c2cc(NC(=O)c3ccco3)ccc2C1(C)C (centres undefined)
 : -3%	2	-1%	5
O=C(C1CCN(c2nnc(-n3cccc3)s2)CC1)N1CCOCC1
 : -1%	3	4%	2
C=CCNC(=O)c1c(-c2c(F)cccc2Cl)noc1C
 : 3%	42	-1%	0
COc1ccc(CNC(=O)C(=O)NCC(c2ccco2)N2CCOCC2)cc1 (centres undefined)
 : 2%	29	nt	-1
CCN(CC)C(=O)COc1ccc2oc(C)c(C(=O)OC)c2c1
 : 0%	37	1%	4
O=C(NC1CCCCCC1)c1ccc(CN2CCOCC2)cc1
 : 0%	-23	10%	-11
CCCCCCC1CCC(C(=O)Nn2c(C)nc3ccccc3c2=O)CC1 (centres undefined)
 : 2%	-29	2%	-6
CCOC(=O)N/N=C(\C)c1ccc(C)c([N+](=O)[O-])c1
 : -2%	0	nt	-4
CC1=CC(=O)C2C(C)(C)CCC[C@@]2(C)[C@@]1(O)CCc1ccoc1 (some centres undefined)
 : -2%	nt	-3%	nt
O=C(O)COc1ccc2c3c(c(=O)oc2c1)CCC3
 : -6%	?	3%	-5
Cn1cccc1C(C(=O)NC1CCCCC1)N(C(=O)Cc1cccs1)c1ccc2c(c1)OCO2 (centres undefined)
 : 6%	-4	-27%	4
CC1(C)CC2CC(C)(CN2C(=O)COc2cccc3ccccc23)C1 (centres undefined)
 : -2%	3	-12%	2
COc1cc2c(cc1C1NC(=S)NC(C)=C1C(=O)N(C)C)CCCC2 (centres undefined)
 : 0%	47	nt	nt
Oc1ccc(N=C/C=C/c2cccc(Br)c2)cc1-c1nc2ccccc2s1
 : -28%	-19	nt	1
CC(=O)/C(=N\N=C(N)N)c1ccccc1
 : 0%[11.4 µM]	nt	-9%[11.4 µM]	nt
Cc1ccc(-n2c3c(cc(C(=O)NCc4ccco4)c2=O)C(=O)CC(C)(C)C3)cc1
 : -9%	-26	-8%	-3
CCc1ccc(OCC(=O)Nc2ccc3c(c2)COC3=O)cc1
 : -7%	-9	-6%	11
CCOc1ccccc1-n1c(SCC(=O)NC)nnc1-c1ccco1
 : -1%	?	2%	3
CCOC(=O)N1CCN(C(=O)C2COc3ccccc3O2)CC1 (centres undefined)
 : -2%	22	3%	4
O=C(Cn1ccc(C(F)(F)F)n1)N/N=C/c1cccs1
 : -3%	9	nt	nt
CC1CCCCN1S(=O)(=O)c1ccc(S(=O)(=O)N2CCN(c3ccccc3)CC2)cc1 (centres undefined)
 : 2%	-10	-3%	-2
COc1cc(-c2nnc(SCc3c(F)cccc3Cl)o2)cc(OC)c1OC
 : 2%	?	2%	4
Cc1cc(NC(=O)c2cccnc2)ccc1NC(=O)c1ccco1
 : 0%	8	-2%	-2
COc1ccc([N+](=O)[O-])cc1NC(=O)C1CCCO1 (centres undefined)
 : 1%	30	nt	nt
Cc1ccc2ccccc2c1COC(=O)c1nonc1N
 : -9%	-29	-3%	-7
COc1cc(/C=C/C(=O)OCC(=O)Nc2ccc(C)c(S(=O)(=O)N3CCCCC3)c2)ccc1O
 : -2%	-12	nt	nt
CCOC(=O)c1c2n(c3c(NCc4ccccc4)ncnc13)CCCC2
 : -10%	6	29%	2
CN(C)c1ncnc2c1ncn2CCn1cnc2c(N(C)C)ncnc21
 : 3%[11.4 µM]	nt	-7%[11.4 µM]	nt
COc1ccc2[nH]c(O)c(N=O)c2c1
 : 0%	-23	nt	nt
O=C(COC(=O)c1ccccc1Sc1ccc(C(F)(F)F)cc1[N+](=O)[O-])NC(=O)NC1CCCC1
 : 2%	18	nt	5
CCCOc1ccc(C(=O)NNC(=S)NC(=O)CC)cc1
 : -24%	13	6%	1
COc1ccc(NC(=O)CCCn2c(=S)[nH]c3ccccc3c2=O)cc1
 : -1%	10	-2%	2
COc1nnc(-c2ccc(C(=O)N3C[C@@H]4C[C@H](C3)c3cccc(=O)n3C4)cc2)c2ccccc12
 : -2%	-7	-1%	0
CS(=O)(=O)N(CC(=O)NC1CC1)C1CCCCC1
 : -2%	-26	nt	nt
CCOC(=O)C1CCCN(c2ccc(NC(=O)c3snc4c(=O)[nH]cnc34)cc2)C1 (centres undefined)
 : 3%	14	?	-1
CCCCSc1nnc([C@H](CC(C)C)NC(=O)OC(C)(C)C)o1
 : -5%	-17	8%	4

# (cont.)
# Results follow in this order: ALOX12 inhib	PNC assembly inh	15-hLO-2 inh	IMPase cell inh
CCCCCCn1nc(C(=O)Nc2nc3c(s2)CCCC3)c2ccccc2c1=O
 : -2%	-21	nt	7
CCCn1c(SCC(=O)Nc2ccccc2CC)nnc1C(C)C
 : 8%	?	0%	9
CC(C)Sc1oc(-c2ccco2)nc1S(=O)(=O)c1ccc(F)cc1
 : -14%	?	nt	19
CCOC(=O)c1c(C)[nH]c(C)c1C(=O)COC(=O)c1ccc(Cl)c(S(=O)(=O)NCc2ccccc2)c1
 : 5%	53	-5%	10
COc1ccc(Cl)cc1S(=O)(=O)N1CCN(C(=O)COc2ccccc2)CC1
 : 1%	-15	2%	5
O=C(O)Cc1ccccc1C(=O)O
 : -12%	-11	-2%	1
CCC(Sc1ncccc1C(=O)O)C(=O)N1CCOCC1 (centres undefined)
 : 2%	22	12%	-1
CC(=O)OC1CCC2(C)C3=C(CCC2C1(C)C)[C@@]1(C)CCC(C(C)CCC=C(C)C)[C@@]1(C)CC3 (some centres undefined)
 : 1%	nt	7%	nt
CCOC(=O)c1cccc(Nc2nc(C)cc(C)n2)c1
 : -2%	25	-4%	-3
C=CCSc1nc2sc(C)c(C)c2c(=O)n1N
 : 0%	-10	nt	nt

# Some of these compounds in order of their number in ALOX12 inhib, high to low:
Compound	ALOX12 inhib
CCOC(=O)c1c(C)[nH]c(C)c1C(=O)COC(=O)c1ccc(Cl)c(S(=O)(=O)NCc2ccccc2)c1	5%
CCC(Sc1ncccc1C(=O)O)C(=O)N1CCOCC1 (centres undefined)	2%
COc1ccc(Cl)cc1S(=O)(=O)N1CCN(C(=O)COc2ccccc2)CC1	1%
C=CCSc1nc2sc(C)c(C)c2c(=O)n1N	0%
CCCCCCn1nc(C(=O)Nc2nc3c(s2)CCCC3)c2ccccc2c1=O	-2%
O=C(O)Cc1ccccc1C(=O)O	-12%

# More compounds
# Results follow in this order: ALOX12 inhib	PNC assembly inh	15-hLO-2 inh	IMPase cell inh
CC1CN(C(=O)C(c2ccccc2)c2ccccc2)CC(C)O1 (centres undefined)
 : 0%	?	-2%	-2
COc1ccc(S(=O)(=O)N2CCOC2CNC(=O)C(=O)NCCc2ccc(OC)c(OC)c2)cc1C (centres undefined)
 : -1%	6	nt	nt
Fc1ccc(/C=N/Nc2ncnc3nc[nH]c23)cc1F
 : 3%	20	nt	nt
COc1cccc(OC)c1C(=O)N1CCN=C1SCc1cccnc1
 : 2%	16	-1%	-16
COC(=O)c1ccc(NC(=O)C2CCCN(S(=O)(=O)c3cnc[nH]3)C2)cc1 (centres undefined)
 : 0%	21	4%	-1
N#CCCN1CCN(S(=O)(=O)c2ccc(S(=O)(=O)NC3CC3)cc2)CC1
 : 3%	-12	0%	-3
